# G9a inh – inhibitors of human histone lysine methyltransferase G9a. hit rate 8.8% among 350,000. Potency, µM (series often up to 102 µM), inactives show at the top dose activity, negative = inhibition, actives largely listed as inhibitors. G9a H3K9 monomethylation, AlphaScreen, 2 h. Q96KQ7; further: on the % scale 0 is the no-effect control and ±100 the full control effect; nearly all actives have a fitted effect of over 75% in size
#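 Readings reflect AlphaScreen signal from monomethyl-H3K9 antibody detection. HMT at 20 nM; substrate b-H3K9 500 nM; cofactor SAM 20 uM; 2 h RT reaction; compounds tested as titrations in qHTS with 15 min preincubation.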
# BAZ2B block – blocks human BAZ2B | AlphaScreen BAZ2B-H3K14Ac peptide displacement | Potency, µM (top dose mostly 114 µM), for the others: at the top dose activity change, negative = inhibition, usual class: inhibitors | Q9UIF8 | hit rate 4.4% among 360,000; further: on the % scale 0 is the no-effect control and ±100 the full control effect; nearly all actives have a fitted effect of over 60% in size
#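 BAZ2B (50 nM) with biotin-H3(5-23)K14Ac peptide (50 nM) in PBS pH 7.4, 0.01% Tween-20, preformed 30 min, then compound 30 min at room temperature; top concentration 110uM. AlphaScreen streptavidin donor/nickel chelate acceptor beads (10 ug/mL final), 20 min dark, signal read.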
# Pol iota inh – inhibitors of human DNA polymerase iota; Q9UNA4; Pol iota fluorescent replication assay, 10 min; Potency, µM (titrated, usually from 115 µM), without a hit: at the top dose activity, negative = inhibition, actives largely listed as inhibitors; hit rate 1% among 390,000
#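 Pol iota at 10 nM preincubated 15 min with compounds at room temperature; reaction started with fluorescent substrate, 50 nM final. Fluorescence read kinetically at 0 and 10 min; buffer-only wells as negative control.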
# Pin1 inh – inhibitors of human Pin1; Q13526; Pin1 FP peptide displacement, HiFluor488, 10 min; Potency, µM (top dose mostly 115 µM), without a hit: top-dose activity, negative = inhibition, actives largely listed as inhibitors; hit rate 0.009% among 390,000; AID 504891; active means well fitted inhibition curve with a large enough effect in the polarisation, with a control signal flat, not every such curve was filed as active; inconclusive means small, poorly fitted or top-dose-only effect, or effect the other way, or a change in a side signal; inactive means no such curve, though single readings can be large or run the other way; the % refers to the polarisation; further: on the % scale 0 is the no-effect control and ±100 the full control effect
# JMJD2A Tudor – inhibitors of human JMJD2A Tudor domain; hit rate 4.4% among 390,000; AlphaScreen JMJD2A-Tudor / H3K4me3 peptide binding; AID 504339; Potency, µM (series often up to 114 µM), for inactives: at the top dose activity change, negative = inhibition, actives largely listed as inhibitors; further: on the % scale 0 is the no-effect control and ±100 the full control effect; nearly all actives have a fitted effect of over 50% in size
# Tb PGK inh – blocks T. brucei phosphoglycerate kinase. Potency, µM (series often up to 57.5 µM), without a hit: top-dose activity change, negative = inhibition, actives largely listed as inhibitors. PGK/GAPDH coupled, Kinase-Glo luminescence, 60 min. hit rate 0.043% among 380,000. AID 602233; further: on the % scale 0 is the no-effect control and ±100 the full control effect; nearly all actives have a fitted effect of over 60% in size
#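 Luminescent ATP detection (Kinase-Glo Plus) follows a 60-minute room-temperature incubation, with wells lacking PGK as controls. Buffer: 100 mM TEA (pH 7.6), 5 mM MgCl2, 0.01% Tween-20. Coupling enzyme GAPDH (100 nM final) supplies unstable 1,3-BPG in-well.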
# GLS inh – blocks human kidney-isoform glutaminase activity; GLS enzymatic activity, qHTS titration; O94925; hit rate 0.21% among 410,000; Potency, µM (top dose mostly 45.5 µM), for the others: at the top dose activity change, negative = inhibition, usual class: inhibitors; further: on the % scale 0 is the no-effect control and ±100 the full control effect
#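 Enzyme dispensed in phosphate buffer (45 mM, pH 8.2, 0.02% Tween-20), compounds pinned in, then 1 mM L-glutamine solution and the glutamate oxidase–HRP–Amplex Red mix added; fluorescence read immediately and again after 30 min at room temperature.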
# HP1b chromo inh – HP1-beta chromodomain-methylated histone interaction inhibition; P83916; AlphaScreen HP1-beta / biotin-H3K9me3 peptide binding; Potency, µM (series often up to 114 µM), for the others: at the top dose activity change, negative = inhibition, actives largely listed as inhibitors; hit rate 0.56% among 390,000; AID 540317; further: nearly all actives have a fitted effect of over 70% in size; inactives centre near 23
#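 Compound inhibition of the preformed complex between 50 nM HP1-beta and 50 nM biotinylated H3K9me3 peptide was read by AlphaScreen. Buffer was PBS pH 7.4 with 0.01% Tween-20. Incubations ran 30 min at room temperature, with 10 ug/mL donor/acceptor beads.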
# BLM helicase inh – Bloom syndrome helicase (human) inhibition; recombinant BLM DNA unwinding, fluorescence dequenching; Potency, µM (doses to about 56.1 µM), for the others: at the highest dose activity change, negative = inhibition, hits mostly inhibitors; hit rate 0.2% among 350,000; AID 2528;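 further: plate controls were vehicle for no effect and no enzyme for full effect; nearly all actives have a fitted effect of over 35% in size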
# Target sequence (P54132 whole entry, looked up): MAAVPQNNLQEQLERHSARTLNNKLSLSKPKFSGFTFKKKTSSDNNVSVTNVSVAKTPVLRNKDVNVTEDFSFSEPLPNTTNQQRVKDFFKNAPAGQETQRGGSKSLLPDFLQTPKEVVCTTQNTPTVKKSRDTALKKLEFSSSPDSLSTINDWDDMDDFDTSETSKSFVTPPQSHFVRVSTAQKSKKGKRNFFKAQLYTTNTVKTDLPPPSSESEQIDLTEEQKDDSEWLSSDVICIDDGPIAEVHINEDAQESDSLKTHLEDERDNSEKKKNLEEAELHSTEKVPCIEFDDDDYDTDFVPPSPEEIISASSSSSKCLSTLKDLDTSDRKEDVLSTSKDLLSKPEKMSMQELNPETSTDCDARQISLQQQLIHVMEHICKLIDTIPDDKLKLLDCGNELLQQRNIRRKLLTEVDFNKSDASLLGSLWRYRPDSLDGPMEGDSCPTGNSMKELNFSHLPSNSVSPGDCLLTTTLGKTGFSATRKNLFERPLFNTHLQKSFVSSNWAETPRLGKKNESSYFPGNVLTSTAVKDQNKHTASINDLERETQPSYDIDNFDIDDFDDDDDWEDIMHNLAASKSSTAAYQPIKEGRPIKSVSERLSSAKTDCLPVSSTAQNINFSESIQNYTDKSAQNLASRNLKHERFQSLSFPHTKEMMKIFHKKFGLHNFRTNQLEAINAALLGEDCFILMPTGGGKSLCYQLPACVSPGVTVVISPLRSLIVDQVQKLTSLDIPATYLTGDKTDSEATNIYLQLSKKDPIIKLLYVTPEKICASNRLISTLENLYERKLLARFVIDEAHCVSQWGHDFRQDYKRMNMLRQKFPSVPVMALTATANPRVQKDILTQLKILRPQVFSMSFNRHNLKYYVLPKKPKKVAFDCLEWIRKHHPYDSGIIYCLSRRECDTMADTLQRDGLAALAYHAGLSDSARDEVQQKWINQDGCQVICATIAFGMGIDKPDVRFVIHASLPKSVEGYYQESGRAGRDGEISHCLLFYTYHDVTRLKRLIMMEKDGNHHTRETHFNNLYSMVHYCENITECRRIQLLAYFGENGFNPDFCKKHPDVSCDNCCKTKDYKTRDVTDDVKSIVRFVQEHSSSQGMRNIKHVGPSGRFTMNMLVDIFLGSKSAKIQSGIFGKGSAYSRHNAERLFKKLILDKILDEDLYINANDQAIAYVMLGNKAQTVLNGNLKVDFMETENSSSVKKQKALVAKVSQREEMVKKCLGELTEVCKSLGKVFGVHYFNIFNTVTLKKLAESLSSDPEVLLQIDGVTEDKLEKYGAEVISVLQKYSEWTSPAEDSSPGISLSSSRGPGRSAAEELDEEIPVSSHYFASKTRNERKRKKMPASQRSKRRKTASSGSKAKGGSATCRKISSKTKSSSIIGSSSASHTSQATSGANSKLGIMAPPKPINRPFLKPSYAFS
# * = called active by the depositor; i = inactive; ? = inconclusive; / = no result given; & = joins results of further samples; [ ] = another dose, or the depositor's remark. Unless noted, the call rests on the fitted dose curve; in most records, active means well fitted curve in the direction sought with a large enough effect; inconclusive means small, poorly fitted or top-dose-only effect, or another doubt; inactive means no such curve, though single readings can be large; an effect the other way counts as inactive or inconclusive. Potency means the concentration at half of the fitted maximal effect.
G9a inh | BAZ2B block | Pol iota inh | Pin1 inh | JMJD2A Tudor | Tb PGK inh | GLS inh | HP1b chromo inh | BLM helicase inh | structure
7.9µM* | 50µM* | -11% | ? | 56µM* | 1% | 6% | ? | -6% | COc1ccc(NCc2ccc([N+](=O)[O-])s2)cc1
5% | 16% | -8% | -8% | -7% | -7% | -10% | 50%[activator] | -1% | Cc1onc(C(=O)Nc2cccnc2Cl)c1[N+](=O)[O-]
-38% | -2% | -2% | 4% | -14% | / | -4% | ? | -1% | O=C(CN1CCC(NC(=O)c2ccccc2Cl)CC1)NCc1ccco1
/ | / | 47%[activator] | ? | 4% | -3% | 0% | 22% | / | COc1cc(NC(=O)c2c(-c3ccccc3Cl)noc2C)c2ncccc2c1
50µM* | -14% | 0% | 3% | -24% | 3% | 48%[activator] | 9% | -1% | COc1ccc(Nc2nc3c([nH]2)c(=O)[nH]c(=O)n3C)cc1
14%[59 µM] | 32% | -25% | 4% | 20% | 3% | 8% | 72%[activator] | / | CC(OC(=O)CNC(=O)c1sc2ccccc2c1Cl)c1ccccc1 (stereo not given)
-9% | -3% | ? | 5% | -14% | / | -1% | 43%[activator] | -2% | CC(=O)Nc1ccc(C(=O)Nc2ccc3c(c2)OCCO3)cc1
5%[59 µM] | -18% | 4% | 9% | -15% | / | 0% | 36% | -2% | CCOC(=O)c1cccc(NC(=O)N2Cc3ccccc3Oc3ncccc32)c1
19% | 18% | 8% | 2% | -12% | 2% | 1% | 4% | 1% | CCCn1nnc(NC(=O)/C=C/c2ccc(C(C)C)cc2)n1
41% | -12% | -8% | 0% | 2% | 4% | -7% | 40%[activator] | 2% | COc1ccc(CCNC(=O)c2cnc(C)cn2)cc1
14%[12.7 µM] | -3% | -20%[58.9 µM] | -7% | -3% | -10% | 8% | 8% | 2% | CCNC(=O)CC1C(=O)N(c2ccc(F)cc2)C(=O)N1CCC(C)C (stereo not given)
-46%[59 µM] | -18% | 13% | -1% | -2% | -8% | 5% | 27% | -7% | O=C(NC(=S)NCCOCc1ccc(Cl)cc1)c1cccnc1
35µM* | -10% | 92%[activator] | -11% | 14µM* | -10% | ? | 4% | 1% | [O-]c1n[n+](-c2ccc(Cl)cc2)cc2ccccc12
45µM* | 71µM* | 52%[activator] | -11% | 3.5µM* | i | -23% | ? | 0% | COc1ccc(CCNCC(O)COc2ccc(OC)cc2C(C)(C)C)cc1 (stereo not given)
/ | / | 2% | 11% | -27% | / | / | 21% | -8% | C=C1CCN(C(CC(C)C)C(=O)Nc2nc3ccc(Cl)cc3s2)S(=O)(=O)c2ccccc21 (stereo not given)

# (more compounds)
G9a inh | BAZ2B block | Pol iota inh | Pin1 inh | JMJD2A Tudor | Tb PGK inh | GLS inh | HP1b chromo inh | BLM helicase inh | structure
4% | 17% | 30% | -1% | -6% | -10% | ? | 36% | -4% | O=C(O)CCC(=O)Nc1ccc(C(=O)OCC(=O)c2ccc(Cl)cc2)cc1
-37% | ? | ? | -5% | ? | -9% | 7% | -20% | -6% | COc1ccccc1OCCCN1C(=O)C(=O)c2cccc(C)c21
0%[2.33 µM] | ? | ? | 2% | ? | -6% | 12% | 40%[activator] | / | COc1ccc(CN2C(=O)C(CC(C)C)Nc3ncnc(N4CCCCC4)c32)cc1 (stereo not given)
? | ? | -15% | -7% | -20% | -6% | 10% | 21% | 0% | Cc1ccc(NC2CCCN(C(=O)c3ccccc3-c3ncc[nH]3)C2)cc1C (stereo not given)
2.5µM* | -11% | 10% | -3% | -27% | 1% | 3% | -7% | -3% | COc1ccc(OC)c(NC(=O)c2cccc(Cn3cc(Br)c([N+](=O)[O-])n3)c2)c1
28µM* | -36% | 2% | ? | -20% | -6% | 9% | 68%[activator] | -4% | CC1(C)CC(=O)C2=C(C1)OC(N)=C(C#N)C21CCN(Cc2ccccc2)CC1
5%[12.7 µM] | -2% | 15% | 2% | -8% | -5% | 3% | 22% | 0% | C=CCOC(=O)CCP(=O)(CCC(=O)OCC=C)c1ccccc1
1%[12.7 µM] | 7% | -14% | 0% | -5% | -1% | 1% | 33% | / | CC1O[C@@H](O[C@H](C)CC[C@@H](C)O)C(O)C[C@H]1O (stereo not given in full)
6%[0.0925 µM] | -2% | 8% | 0% | -12% | 5% | 4% | 19% | -1% | COc1cccc(OCc2cc(C(=O)N3CCC(C(O)C(C)C)CC3)no2)c1 (stereo not given)
1% | 1% | 18% | -5% | -21% | -6% | 2% | 18% | -1% | Cc1ccc2[nH]c(-c3ccccc3)cc(=O)c2c1
5%[59 µM] | ? | -4% | 5% | -12% | -10% | -1% | 8% | 0% | Cc1nc(N2CCOCC2)[nH]c(=O)c1CCC(C)C
16% | -2% | 60%[activator] | -1% | -13% | i | 25% | 32% | -1% | CCNc1c(NS(=O)(=O)c2ccc(OC)cc2)c(=O)oc2ccccc12
30%&-9%[59 µM] | -7%&-23% | 2%&9% | 1%&6% | -13%&-15% | -7%&15% | 7%&-6% | 35%&35% | -5%&-4% | O=C(CN1C(=O)COc2ccc(S(=O)(=O)N3CCCCC3)cc21)NCc1ccccc1Cl
-6%[59 µM] | 5% | 10% | 21% | -12% | -11% | -1% | 40%[activator] | -8% | COc1ccc(-n2c(SCCC#N)nnc2-c2cc(Cl)ccc2OC)cc1Cl
/ | / | -17% | -8% | -28% | i | 29% | -17% | / | COc1cccc(C=C2SC(=S)NC2=O)c1

# The list goes on.
G9a inh | BAZ2B block | Pol iota inh | Pin1 inh | JMJD2A Tudor | Tb PGK inh | GLS inh | HP1b chromo inh | BLM helicase inh | structure
-5%[59 µM] | -3% | -1% | -2% | -11% | / | -28% | 17% | -3% | CN(c1ccccc1)S(=O)(=O)c1nnc(NC(=O)c2cccs2)s1
/ | / | 47%[activator] | 71%[activator] | -23% | 1% | 0% | 12% | / | COC(=O)[C@]1(Cc2ccccc2)N[C@H](CN(C)S(=O)(=O)c2ccc(C(F)(F)F)cc2)[C@@H]2C(=O)N(Cc3ccccc3)C(=O)[C@@H]21
-3%[59 µM] | 12% | ? | 4% | -13% | i | -8% | 40%[activator] | -13% | COc1ccc(OC)c2sc(NC(=O)c3ccc(Br)s3)nc12
-3%[59 µM] | 5% | 14% | ? | -26% | -7% | 17% | -19% | -7% | CCOc1cc(Br)c(Br)c(C=Nc2ccc(NC(C)=O)cc2)c1O
-7%[59 µM] | 6% | -6% | 13% | -20% | 7% | 19% | 9% | -5% | CC(C)(C)n1nnnc1C(c1ccccc1F)N(Cc1ccco1)CC1CCCO1 (stereo not given)
6% | 2% | 9% | 0% | -14% | -1% | -6% | 19% | -1% | COc1cc(CN2CCC(CCC(=O)NC3CC3)CC2)cc(Cl)c1OC
-39%[59 µM] | -38% | 21% | 2% | -33% | -4% | 0% | 5% | -6% | CCOc1ccc(CCNC(=O)CSCc2nc(-c3cccc(C)c3)oc2C)cc1OCC
15% | -17% | ? | 21% | -13% | -11% | -2% | 14% | -16% | COc1ccc(N(CC(=O)NCCSCc2ccc(C)cc2)S(=O)(=O)c2ccccc2)cc1
27%[59 µM] | 77%[activator] | 10% | -5% | 115%[activator] | i | 4% | 133%[activator] | -4% | COc1ccc(-c2noc(-c3cccc(OC)c3OC)n2)cc1
? | -1% | 0% | ? | -29% | -4% | -1% | 37% | -2% | COC(=O)c1ccc(CNC(=O)c2c3c(nc4ccccc24)CCN(Cc2ccccc2)C3)cc1
-1% | 8% | 20% | 0% | -22% | i | 0% | 1% | / | COc1ccc(S(=O)(=O)N2CCCC2CNC(=O)C(=O)NCc2ccc3c(c2)OCO3)cc1 (stereo not given)
27% | 2% | 7% | -16% | -12% | -6% | 11% | 28% | -1% | Cc1ccc(NC(=O)CN2CCOCC2)cc1Cl
31%[59 µM] | -20% | 3% | -8% | -27% | -7% | 1% | 6% | -5% | CCN(CC)CCNC(=O)CS(=O)Cc1nc(-c2ccc(Cl)cc2)oc1C (stereo not given)
16%[59 µM] | 9% | 23% | -5% | -6% | / | 7% | 12% | -3% | O=C(NCCN1CCOCC1)c1ccc(F)cc1
29%[12.7 µM] | 2% | 35%[activator] | ? | 9% | 1% | 32%[activator] | 32% | 2% | CCc1nc(C)cc2c1sc1ccccc12

# (continued)
G9a inh | BAZ2B block | Pol iota inh | Pin1 inh | JMJD2A Tudor | Tb PGK inh | GLS inh | HP1b chromo inh | BLM helicase inh | structure
0%[59 µM] | -8% | -10% | -8% | -14% | 2% | 2% | 5%[57 µM] | 0% | COc1cccc(CNC(=O)CSC2=Nc3ccccc3N=C(c3ccc(F)cc3)C2)c1
50µM* | 50µM* | -12% | ? | ? | -8% | 39%[activator] | -21% | -7% | C/C(=C\C(=O)c1ccc(C)cc1)Nc1cccc(O)c1
20%[2.33 µM] | 10% | 1% | -1% | -9% | -1% | 1% | 26% | / | O=C(CCN1C(=O)CSc2ccccc21)Nc1cccc(C(F)(F)F)c1
13%[59 µM] | 0% | 22% | -7% | -18% | -17% | 0% | 9% | 1% | COc1ccc(C(=O)Nc2ccc(C)cn2)c(OC)c1
-39%[59 µM] | ? | -1% | ? | ? | 3% | 15% | 8% | -7% | Cc1[nH]n(-c2cccc(Cl)c2)c(=O)c1-c1ccc(Cl)cc1
-12%[59 µM] | -31% | 5% | 24% | ? | -16% | 0% | -10% | -3% | COc1cccc(N=Nc2c(=O)[nH]n3c(C)cc(C)nc23)c1
/ | -34% | 18% | 4% | -27% | -2% | 2% | 3% | -1% | COc1ccc(N(C(C)C(=O)N/N=C/c2cc(Br)c(C)o2)S(C)(=O)=O)cc1 (stereo not given)
-4%[59 µM] | -5% | 0% | -2% | -11% | 5% | 2% | 36% | -3% | COc1ccc(S(=O)(=O)N2CC(=O)Nc3ccccc32)cc1
50µM* | ? | ? | 15% | -26% | -5% | 18% | 6% | -11% | CCOc1ccc(NC(=O)CN(C)Cc2cc(=O)n3c(-c4ccccc4)csc3n2)cc1OCC
-29%[59 µM] | -1% | ? | 0% | -9% | -3% | -10% | 44%[activator] | -3% | Cc1ccc2nc(SCC(=O)Nc3ccc(C#N)cc3)[nH]c2c1

# From PubChem

# Not all compounds are listed (hit frequency here may not be typical).
